NSD2 HMT inh – NSD2 (human) methyltransferase inhibition. AID 743445. hit rate 0.54% among 310,000. NSD2 peptide methylation, AlphaScreen, 120 min. inhibition, % at 12.5 µM; in the data active = inhibition above about 50%
Arrestin-AP2 inh – inhibitors of human beta-arrestin and AP2 interaction | FITC-arrestin peptide / GST-AP2 beads, flow cytometry; AP2 beta2 appendage carries R879A mutation | inhibition, % at 10 µM | hit rate 0.31% among 340,000;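 active = inhibition above a set limit, near 3 SD of compounds lacking own fluorescence, cut at about 54% in these data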;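 note: plate controls were DMSO wells for no effect and 5 µM unlabelled arrestin peptide for full effect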
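System: GST-tagged AP2 beta2-adaptin appendage (R879A) on 4 µm glutathione beads / Reagent: FITC-arrestin peptide, 50 nM / Detection: HyperCyt-sampled flow cytometry, FL1 channel, ex 488/em 535 nm / Timing: 12 min plus 1 h, RT / Buffer or medium: PBS plus Tween 20 (0.05%) and BSA (0.1%)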
RTF Ca sens inh – cardiac RTF calcium desensitization; inhibition, % at 7.15 µM; IANBD-labeled cardiac RTF, Ca2+ fluorescence; hit rate 0.12% among 340,000; P19429+P45379;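 active = inhibition above the mean inhibition of all tested compounds plus 3 SD, cut at about 17% in these data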;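 note: assay run at fixed EC70 calcium of 1.6 mM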
CAL PDZ FP-1 – human CAL PDZ-peptide interaction inhibition; purified CAL PDZ, TMR-peptide fluorescence polarization, 1 h; inhibition, % at 20 µM; hit rate 0.02% among 330,000; AID 504414;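 active = highest replicate inhibition of at least 40%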;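 note: plate controls were DMSO neutral control wells for no effect and unlabeled competitor peptide control wells for full effect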
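Assay system – tagged CAL PDZ protein CerCALP, purified · Timing – 1 h at RT · Compound – single point, 20 µM · Measured by – fluorescence polarization from S- and P-plane intensities, G-factor corrected · Evaluation – inhibition from polarization loss · Probe or stimulus – TMR reporter peptide T*-PRC34 · Buffer or medium – pH 7.4 phosphate-saline buffer, reducing agent, detergent, IgG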
V-ATPase pHluor – alters yeast V-ATPase proton transport. S. cerevisiae, pHLuorin cytosolic pH fluorescence. response, % at 10 µM. hit rate 0.37% among 350,000; in the data active = response mostly above about 7.3%, no sharp cut-off; inactive = mostly below about 5.4%; note: actives read high; inactives centre near 0; some compounds called inactive have numbers as strong as hits; reference of the scale not given here
Pemphigus Ab inh – human desmoglein-3 autoantibody binding inhibition; P32926; DSG3-coupled beads, scFv-anti-DSG3-GFP binding, flow cytometry; active compounds read low; binding (percent of control), % at 10 µM; hit rate 0.48% among 310,000; AID 588358;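 active = binding more than 3 SD below its plate's average and above zero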;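 note: hits lower antibody fragment binding to DSG3; some compounds called inactive have numbers as strong as hits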
DAGLB inhibitor – diacylglycerol lipase beta (human) inhibition; AID 504411; HEK293T DAGLB membrane lysate, EnzChek fluorogenic substrate; inhibition, % at 5.17 µM; hit rate 0.059% among 340,000; Q8NCG7; in the data active = inhibition above about 34%;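 note: 0% = enzyme with vehicle and 100% = wells lacking enzyme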
Target sequence (Q8NCG7 whole entry, looked up): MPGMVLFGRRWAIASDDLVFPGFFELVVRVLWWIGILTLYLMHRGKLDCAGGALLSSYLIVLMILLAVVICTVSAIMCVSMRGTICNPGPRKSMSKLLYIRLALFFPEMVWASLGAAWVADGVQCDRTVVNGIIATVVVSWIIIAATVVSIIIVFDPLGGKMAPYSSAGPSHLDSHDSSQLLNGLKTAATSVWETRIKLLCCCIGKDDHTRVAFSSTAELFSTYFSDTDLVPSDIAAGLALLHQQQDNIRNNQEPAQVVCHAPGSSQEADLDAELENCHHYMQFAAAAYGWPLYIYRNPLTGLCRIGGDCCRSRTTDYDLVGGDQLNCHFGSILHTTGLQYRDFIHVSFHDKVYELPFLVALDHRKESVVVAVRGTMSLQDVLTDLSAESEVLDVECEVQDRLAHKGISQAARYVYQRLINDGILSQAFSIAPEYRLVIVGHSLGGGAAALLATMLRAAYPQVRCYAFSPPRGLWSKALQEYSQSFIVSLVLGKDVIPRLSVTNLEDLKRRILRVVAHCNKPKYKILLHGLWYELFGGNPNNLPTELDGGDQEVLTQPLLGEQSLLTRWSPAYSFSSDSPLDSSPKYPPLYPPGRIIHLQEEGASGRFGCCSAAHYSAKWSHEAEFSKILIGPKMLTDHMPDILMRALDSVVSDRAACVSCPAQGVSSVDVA
CAL PDZ FP-2 – blocks peptide binding to the human CAL PDZ domain. Q9HD26. purified CAL PDZ, TMR-peptide fluorescence polarization, 1 h. inhibition, % at 24.9 µM. hit rate 0.92% among 300,000. AID 602252;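 active = mean inhibition of at least 30% with at least half of replicates also reaching 30%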;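 note: 0% = DMSO neutral control and 100% = excess unlabeled competitor peptide PRC23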
Keap1 Nrf2 FP – Keap1-Nrf2 (human) interaction inhibition. Q14145. AID 504523. hit rate 0.15% among 340,000. inhibition, % at 9.4 µM. Keap1 Kelch-Nrf2 peptide fluorescence polarization, 1536-well; in the data active = inhibition above about 12%;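 note: human Keap1 Kelch domain with fluorescein labeled Nrf2 9mer peptide probe; 0% = neutral control wells and 100% = peptide positive control; higher means more block of Keap1 binding to Nrf2 peptide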
LANA DNA inh – inhibitors of KSHV LANA C-terminal domain DNA binding; MBP-C-LANA/FAM-LBS DNA binding, fluorescence polarization; hit rate 0.078% among 340,000; inhibition, % at 9 µM;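 active = highest replicate inhibition at or above 60% at 9 µM, even if other replicates fall short; inactive = all replicates below 60% inhibition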;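 note: 0% = neutral control wells and 100% = 4 µM acridine orange control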
Active calls of the source: *; / = not tested or not shown. These rows are one share of the data (hit frequency here may not be typical).

SMILES	NSD2 HMT inh	Arrestin-AP2 inh	RTF Ca sens inh	CAL PDZ FP-1	V-ATPase pHluor	Pemphigus Ab inh	DAGLB inhibitor	CAL PDZ FP-2	Keap1 Nrf2 FP	LANA DNA inh
Cc1cc(/C=N\NC(=O)COc2cccc3cccnc23)c(C)n1-c1ccc(Br)cc1	0.5	1.1	5.9	-2.6	5.7	100.5	-1.3	0.2	-7.5	-0.9
C=CCn1c(SCC(=O)N2CCc3ccccc3C2)nnc1-c1ccncc1	5.3	28.6	-3.7	-0.1	0.1	/	-0.6	-0.8	-1.2	1.1
COCCNC(=O)c1c[nH]n2c(=O)cc(C3CCN(C(=O)OC(C)(C)C)CC3)nc12	/	-0.1	-4.5	-2.1	3.0	103.4	0.5	/	2.0	1.8
O=C(NC1(C(F)(F)F)OCCO1)c1ccc(F)cc1	-1.8	-9.4	-5.7	-2.6	2.7	98.3	-2.9	-3.5	-1.0	-0.5
C/C(=N\NC(=O)c1ccccc1O)C1C(=O)c2ccccc2C1=O	8.0	-0.5	-0.2	1.8	5.3	104.8	24.1	0.4	-4.3	0.3
CCCS(=O)(=O)NCCc1cc2c(OC)ccc(OC)c2[nH]c1=O	/	3.4	8.6	-0.2	-0.9	104.5	3.3	-0.8	-4.7	-1.8
O=C(O)CCn1cc(-c2ccc(Cl)cc2)nc1-c1ccc(Cl)nc1	/	0.1	3.3	0.7	1.8	98.9	3.5	-0.6	-6.9	0.1
Cc1ccc(CNC(=O)CCNS(=O)(=O)c2cccs2)cc1	-1.0	-1.1	5.0	-2.3	-0.2	122.3	-3.2	0.1	0.9	2.5
Cn1cc(C(=O)C(=O)N2CCN(c3ccccc3)CC2)c2ccccc21	-1.5	-20.0	-0.1	1.0	3.2	104.1	-0.3	-3.7	-8.5	3.6
Cc1c[n+]([O-])cc(C)c1Oc1ccccc1	/	0.3	-3.9	1.2	-0.5	105.0	-0.3	-3.3	-1.7	0.4
Cc1ccc(C2(C)NC(=O)N(CC(=O)N3CCN(C(=O)c4cccs4)CC3)C2=O)cc1 (configuration not stated)	2.1	2.9	-4.7	-0.9	-0.6	100.7	0.7	-2.6	-2.3	1.8
O=C1Nc2ccccc2C(O)(C(=O)NCc2ccc3c(c2)OCO3)N1c1ccccc1 (configuration not stated)	-0.2	-8.4	-6.4	-1.7	2.2	111.8	0.6	1.7	1.6	13.4
CN(C)S(=O)(=O)c1cc(NC(=O)CN2CCCc3ccccc32)ccc1Cl	0.9	-18.4	-12.1	-0.5	-1.8	285.3	-0.6	-4.7	-12.1	0.1
N#CCC(=O)Nc1ccc(C(=O)OCC(=O)Nc2cccc(C(F)(F)F)c2)cc1	-0.1	6.8	-8.7	-1.2	-2.3	101.5	1.0	-3.4	-8.3	-1.3
CCOC(=O)C1=C(C)Nc2nc3ccccc3n2C1c1cccs1 (configuration not stated)	-1.5	-1.4	-3.2	0.3	-0.8	100.8	0.2	-3.2	1.5	0.3
O=C(O)C1CCCCC1C(=O)NCc1ccccc1 (configuration not stated)	-0.3	-7.1	-0.8	-0.1	-0.9	/	-0.6	-3.2	1.3	1.2
O=C1NC[C@H](c2ccccc2)N(CC2CCCCC2)C1=O	/	/	3.8	-1.1	1.1	94.0	-2.9	-3.0	3.5	0.1
CC(OC(=O)c1ccc(O)cc1)C(=O)Nc1nc(-c2ccccc2)cs1 (configuration not stated)	2.2	1.0	-4.0	-1.1	-2.1	94.8	-4.5	-3.3	6.0	0.0
O=C1CSC(c2ccccc2)N1c1cccnc1 (configuration not stated)	-2.3	7.9	0.3	0.3	2.6	106.9	-1.5	-1.9	-11.4	-0.2
O=C(COC(=O)c1cccc(S(=O)(=O)N2CCc3ccccc32)c1)Nc1ncc(C(F)(F)F)cc1Cl	0.4	27.3	-5.7	-1.5	-1.9	96.6	-0.8	-1.0	-10.0	0.6
COc1ccc(C(=O)Nc2ccccc2C(=O)Nc2ccccc2C(=O)O)cc1	15.1	0.5	-2.3	-5.1	-0.9	106.7	11.4	/	-1.2	1.5

One compound at a time (already shown). Order of screens: NSD2 HMT inh	Arrestin-AP2 inh	RTF Ca sens inh	CAL PDZ FP-1	V-ATPase pHluor	Pemphigus Ab inh	DAGLB inhibitor	CAL PDZ FP-2	Keap1 Nrf2 FP	LANA DNA inh
`O=C1NC[C@H](c2ccccc2)N(CC2CCCCC2)C1=O` is listed with /	/	3.8	-1.1	1.1	94.0	-2.9	-3.0	3.5	0.1
`CCOC(=O)C1=C(C)Nc2nc3ccccc3n2C1c1cccs1` (configuration not stated) is listed with -1.5	-1.4	-3.2	0.3	-0.8	100.8	0.2	-3.2	1.5	0.3
`O=C(O)CCn1cc(-c2ccc(Cl)cc2)nc1-c1ccc(Cl)nc1` is listed with /	0.1	3.3	0.7	1.8	98.9	3.5	-0.6	-6.9	0.1
`C=CCn1c(SCC(=O)N2CCc3ccccc3C2)nnc1-c1ccncc1` is listed with 5.3	28.6	-3.7	-0.1	0.1	/	-0.6	-0.8	-1.2	1.1

By substructure, the compounds so far containing an NH in an aromatic ring.
SMILES	NSD2 HMT inh	Arrestin-AP2 inh	RTF Ca sens inh	CAL PDZ FP-1	V-ATPase pHluor	Pemphigus Ab inh	DAGLB inhibitor	CAL PDZ FP-2	Keap1 Nrf2 FP	LANA DNA inh
COCCNC(=O)c1c[nH]n2c(=O)cc(C3CCN(C(=O)OC(C)(C)C)CC3)nc12	/	-0.1	-4.5	-2.1	3.0	103.4	0.5	/	2.0	1.8
CCCS(=O)(=O)NCCc1cc2c(OC)ccc(OC)c2[nH]c1=O	/	3.4	8.6	-0.2	-0.9	104.5	3.3	-0.8	-4.7	-1.8

Screening results: PubChem BioAssay, several laboratories
